Tau fibril ThT – tau fibrillization inhibition (ThT binding) | recombinant tau K18 P301L (four-repeat tau fragment), heparin-induced fibrillization, ThT fluorescence | hit rate 2.1% among 270,000 | P10636 | Potency, µM (titrated, usually from 57.4 µM), inactives show at the top dose activity, negative = inhibition, hits mostly inhibitors | AID 1460; further: on the % scale 0 is the no-effect control and ±100 the full control effect; nearly all actives have a fitted effect of over 55% in size
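Heparin-induced (20 uM) aggregation of recombinant human K18 P301L tau, 15 uM unlabeled with 0.24 uM labeled, pH 7 acetate buffer, 6 hr at 37 C with compound. Fibrils quantified by 30 uM ThT fluorescence after 1 hr ambient incubation.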
ALDH1A1 block – inhibitors of human aldehyde dehydrogenase 1A1 | Potency, µM (series often up to 75.3 µM), for the others: top-dose activity, negative = inhibition, usual class: inhibitors | hit rate 7.3% among 220,000 | Purified ALDH1A1, NADH fluorescence, propionaldehyde substrate; active means well fitted inhibition curve with a large enough effect, not every such curve was filed as active; inconclusive means small, poorly fitted or top-dose-only effect, or another doubt; inactive means no such curve, though single readings can be large or run the other way;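 further: plate controls were no enzyme wells and a reference inhibitor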
Luc counter – Kinase-Glo luciferase inhibition (counter-screen). Q27757. Kinase-Glo luciferase, ATP luminescence, 8 min. Potency, µM (titrated, usually from 38.3 µM), inactives show at the top dose activity change, negative = inhibition, actives largely listed as inhibitors. hit rate 0.28% among 200,000. AID 1379; further: on the % scale 0 is the no-effect control and ±100 the full control effect; nearly all actives have a fitted effect of over 60% in size
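Substrate mix (final 50 mM imidazole pH 7.2, 50 mM KCl, 7 mM MgCl2, 10 uM ATP, 0.01% Tween 20, 0.05% BSA) plus pin-tool compound, then Kinase-Glo detection mix; 8 min ambient, luminescence read.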
RECQ1 helicase – RECQ1 (human) helicase inhibition | RECQ1 DNA unwinding, red fluorescence kinetic read | Potency, µM (titrated, usually from 57.3 µM), inactives show at the highest dose activity, negative = inhibition, usual class: inhibitors | hit rate 0.54% among 240,000 | P46063 | AID 2549;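 further: plate controls were vehicle for no effect and no enzyme for full effect; nearly all actives have a fitted effect of over 30% in size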
Target sequence (P46063 whole entry, looked up): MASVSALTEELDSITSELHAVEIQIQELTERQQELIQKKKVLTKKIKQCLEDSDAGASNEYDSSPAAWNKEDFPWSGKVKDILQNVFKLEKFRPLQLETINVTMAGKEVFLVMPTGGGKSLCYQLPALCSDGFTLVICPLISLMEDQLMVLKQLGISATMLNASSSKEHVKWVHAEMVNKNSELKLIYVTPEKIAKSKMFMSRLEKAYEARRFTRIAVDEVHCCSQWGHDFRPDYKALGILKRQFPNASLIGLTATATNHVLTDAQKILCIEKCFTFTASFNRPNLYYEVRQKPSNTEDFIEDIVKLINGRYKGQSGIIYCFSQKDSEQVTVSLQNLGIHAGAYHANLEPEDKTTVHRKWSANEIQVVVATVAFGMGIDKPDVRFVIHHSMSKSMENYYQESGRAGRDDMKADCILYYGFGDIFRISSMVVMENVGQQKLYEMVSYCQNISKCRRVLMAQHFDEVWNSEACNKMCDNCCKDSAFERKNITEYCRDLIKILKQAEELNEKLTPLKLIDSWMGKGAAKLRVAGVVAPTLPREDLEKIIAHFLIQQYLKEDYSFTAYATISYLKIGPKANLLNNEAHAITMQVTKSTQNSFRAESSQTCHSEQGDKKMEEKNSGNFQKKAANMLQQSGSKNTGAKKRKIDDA
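50 nM RECQ1T1 preincubated 15 min with compound in Tris pH 8.0 buffer with MgCl2, DTT, Tween-20 and 2.5 ug/ml poly(dI-dC); started with 200 nM TAMRA/BHQ-2 forked duplex and 2 mM ATP. Unwinding read as fluorescence (525/598 nm), two reads 2 h apart.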
KDM4E inh – JMJD2E (human) inhibition; B2RXH2; JMJD2E catalytic domain, FDH-coupled NADH fluorescence (FDH is formaldehyde dehydrogenase); Potency, µM (titrated, usually from 57.1 µM), inactives show at the highest dose activity change, negative = inhibition, most hits filed as inhibitors; hit rate 1.6% among 230,000; active means well fitted inhibition curve with a large enough effect, not every such curve was filed as active; inconclusive means small, poorly fitted or top-dose-only effect, or another doubt; inactive means no such curve, though single readings can be large or run the other way;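 further: 0% = wells with enzyme and -100% = buffer wells without enzyme; nearly all actives have a fitted effect of over 50% in size; many of its hits are not listed in these tables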
Target sequence (B2RXH2 1-337 limits assumed): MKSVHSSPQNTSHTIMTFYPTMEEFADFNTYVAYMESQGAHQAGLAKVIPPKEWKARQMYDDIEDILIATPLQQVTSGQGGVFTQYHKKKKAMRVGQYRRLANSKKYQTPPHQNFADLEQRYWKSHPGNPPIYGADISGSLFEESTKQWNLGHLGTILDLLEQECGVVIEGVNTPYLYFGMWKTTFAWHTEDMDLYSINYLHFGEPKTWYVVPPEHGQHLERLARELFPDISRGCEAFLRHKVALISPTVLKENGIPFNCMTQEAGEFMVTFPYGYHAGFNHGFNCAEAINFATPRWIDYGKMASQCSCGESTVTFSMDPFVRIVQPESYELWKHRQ
L3MBTL1 block – L3MBTL1 (human) inhibition. Q9Y468. AlphaScreen L3MBTL1–H3K9me1 peptide binding. Potency, µM (titrated, usually from 57.1 µM), for inactives: at the highest dose activity, negative = inhibition, hits mostly inhibitors. hit rate 0.66% among 230,000. AID 485360; further: on the % scale 0 is the no-effect control and ±100 the full control effect; nearly all actives have a fitted effect of over 60% in size
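Displacement of a biotinylated histone H3(1-15) peptide monomethylated at Lys9 (75 nM) from L3MBTL1 (50 nM) was measured by AlphaScreen after a 30 min room-temperature compound incubation; cefsulodin titration served as intraplate control.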
Lamin A splicing – changes lamin A minigene splicing in HeLa cells; hit rate 0.01% among 200,000; HeLa LMNA splicing GFP/RFP minigene ratio, 48 h; Potency, µM (doses to about 46.1 µM), for inactives: at the top dose ratio change, negative = inhibition, actives largely listed as inhibitors; active means well fitted inhibition curve with a large enough effect in the signal ratio, with a control signal flat, not every such curve was filed as active; inconclusive means small, poorly fitted or top-dose-only effect, or effect the other way, or a change in a side signal; the % refers to the signal ratio; further: on the % scale 0 is the no-effect control and ±100 the full control effect
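Read-out is the ratio of GFP to DsRed2 object intensity, acquired by 488 nm laser-scanning cytometry on HeLa lamin A-EGFP minigene reporter cells. Compound incubation 48 hrs at 37 °C in Opti-MEM with 2% FBS; DMSO 0.5% final.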
SMN2 splice enh – increases expression of the SMN2 splice variant. HEK293 SMN2-luciferase splicing reporter, luminescence, 30-36 h. Potency, µM (doses to about 46.1 µM), for the others: top-dose activity change, positive = activation, usual class: activators. hit rate 2.8% among 210,000; further: % of control where 0% means no effect; nearly all actives have a fitted effect of over 55% in size
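HEK293 cells carry an SMN2 minigene-luciferase reporter in which exon 7 inclusion puts luciferase in frame. Cells were seeded at 2000 cells/well, attached for 10-12 hours, then exposed to compounds for 30-36 hours at 37C before ONE-Glo luminescence.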
Numbers without * were called inactive; i = inactive; u = inconclusive; x = no result given; & = joins results of further samples; [ ] = another dose, or the depositor's remark. Unless noted, the call rests on the fitted dose curve; in most records, active means well fitted curve in the direction sought with a large enough effect; inconclusive means small, poorly fitted or top-dose-only effect, or another doubt; inactive means no such curve, though single readings can be large; an effect the other way counts as inactive or inconclusive. Potency means the concentration at half of the fitted maximal effect.

SMILES	Tau fibril ThT	ALDH1A1 block	Luc counter	RECQ1 helicase	KDM4E inh	L3MBTL1 block	Lamin A splicing	SMN2 splice enh
CCOC(=O)/C(=N/Nc1ccccc1)Sc1nnnn1-c1ccc(C)cc1	-1.2%	7.08µM*	0.2%	-3.9%	4.7%	6.7%	8.9%	-6.7%
CS(=O)(=O)OCCCCOS(C)(=O)=O	-7.8%	-3.2%&16.0%	-0.2%	13.4%&-16.2%	u	x	u	-7.2%&-9.2%&7.4%
O=C(O)c1ccccc1-c1ccccc1C(=O)NNc1ccccc1	-4.7%	u	-1.2%	i	-2.7%	7.2%	-5.0%	-1.4%
CCOC(=O)C(C)c1c(C)[nH]c(=S)[nH]c1=O (configuration not stated)	-9.7%	9.0%	-2.9%	6.8%	-6.0%	x	-6.4%	18.3%
O=[N+]([O-])c1ccc(NCc2ccccn2)nc1	-4.5%	4.2%	-3.3%	-2.1%	4.3%	-7.1%	8.0%	6.4%
OCC1CCCN(c2nc(CN3CCCCC3)nc3scc(-c4ccccc4)c23)C1 (configuration not stated)	-6.2%	u	2.0%	-0.5%	-2.1%	3.3%	-14.6%	-0.3%
Cc1ccc(S(=O)(=O)Nc2cccc3c2CCCC3)cc1	-7.5%	u	1.4%	-10.8%	-2.8%	5.8%	-6.4%	-10.5%
Cc1ccc(-n2cnnn2)c(S(=O)(=O)N2CCOCC2)c1	0.1%	-8.9%	-1.4%	-0.4%	-1.3%	5.3%	-0.9%	-5.0%
COC(=O)CSc1nnc(-c2ccccn2)n1Cc1ccco1	-10.7%	-2.8%	0.1%	-4.7%	7.9%	-1.0%	-9.1%	-3.0%
Cc1cc(NC(=O)C2CCC2)n(-c2ccccn2)n1	-0.2%	-2.1%	-2.0%	-14.4%	6.1%	6.7%	10.0%	15.0%
O=C(CN(c1ccc2c(c1)OCCO2)S(=O)(=O)c1ccccc1)NCc1ccco1	-2.7%	-12.9%	6.2%	i	7.3%	-8.3%	-2.2%	56.7%
O=C(COC(=O)/C=C/c1ccccc1)Nc1cc(C(F)(F)F)ccc1N1CCOCC1	-3.9%	2.5%	0.2%	-1.3%	-2.5%	-2.7%	2.4%	-6.1%
Cc1ccc(-n2nc3c(c2NC(=O)c2ccc(Br)o2)CSC3)c(C)c1	-15.9%	u	-1.1%	-11.7%	-5.9%	-4.2%	-1.2%	-13.1%
Cc1ccc(C)c(NC(=O)CCC(=O)NNC(=O)c2cccs2)c1	-0.1%	1.5%	-2.7%	-2.5%	-12.8%	28.4%	1.7%	1.5%
CCN(CCNC(=O)c1cc(C)nn1-c1ccccc1)c1ccccc1	-10.6%	-1.4%	3.0%	-12.8%	-3.6%	-7.5%	-14.3%	-9.0%
CN1CCN(C(=O)c2ccc3c(=O)n(Cc4ccco4)c(=S)[nH]c3c2)CC1	-14.8%	u	1.0%	i	-1.5%	x	8.1%	-14.4%
Cc1ccc(NC(=O)CN(C)CC(=O)Nc2ccc(N3CCOCC3)cc2)c([N+](=O)[O-])c1	4.5%	2.0%	1.4%	-2.2%	4.6%	27.6%	-16.4%	-6.6%
Cc1ccc(CON=C2CCN(c3ncc(C(F)(F)F)cc3Cl)CC2)cc1	-16.4%	11.3%	-2.4%	-1.2%	-1.4%	8.8%	-9.2%	-15.4%
C/C(=C\c1ccccc1)CN1CCN(c2ccccc2F)CC1	-16.7%	-3.7%	2.1%	i	-24.9%	x	6.5%	-10.1%
Brc1ccc(CSc2ccc3nnc(-c4ccccn4)n3n2)cc1	-14.6%	4.4%	-1.3%	i	-5.0%	u	-13.7%[46 µM]	-10.7%
CN1CCN(NC(=O)CN2C(=O)/C(=C/c3ccccc3F)SC2=S)CC1	u	-6.0%	0.7%	-19.8%	5.6%	-1.1%	-13.2%	7.8%
Cc1cc(-c2csc(NC(=O)c3ccc(S(=O)(=O)N(C)C)cc3)n2)c(C)n1-c1ccccc1	u	u	0.2%	-10.6%	28.2µM*	4.1%	u	-58.0%[inhibitor]
Cc1noc(C)c1S(=O)(=O)N1CCC2(CC1)OCCO2	8.3%	14.0%	-1.3%	-7.6%	-1.3%	4.8%	-1.2%	-6.7%
COC(=O)c1ccc(N2CCN(S(=O)(=O)c3c(C)cc(C)cc3C)CC2)c([N+](=O)[O-])c1	-22.7%	-1.3%	5.5%	-2.9%	1.3%	-16.1%	-7.3%	0.2%
CCc1cccc(C)c1NC(=O)CO/N=C(\C)c1cc2ccccc2o1	-8.1%	6.8%	3.2%	-2.4%	9.4%	4.5%	u	-56.9%[inhibitor]
CC1=NNC(=O)/C1=C\c1cn(-c2ccccc2)nc1-c1cccs1	u	u	1.9%	u	-12.5%	-2.4%	u	-33.2%[inhibitor]
Cc1c(N)cccc1[N+](=O)[O-]	x	-5.6%	x	-14.8%	x	9.0%	x	-5.5%
Cc1nc2nc(CCc3ccccc3)nn2c(C)c1Cl	-4.6%	-7.7%	-3.2%	-4.4%	3.4%	3.0%	5.8%	-13.9%
C/C=C(/CC[C@@H](C)[C@H]1CCC2C3=CC[C@H]4[C@H](C)[C@@H](O)CC[C@]4(C)C3CC[C@@]21C)C(C)C (some centres not stated)	-19.8%	u	-1.8%[39.9 µM]	i	x	x	x	x
CC(C)(C)Nc1nc2nonc2nc1NC(C)(C)C	-5.2%	8.7%	1.2%	-3.9%	9.9%	x	u	-11.3%
COc1ccccc1N1C(=O)CC(Sc2ccccc2N)C1=O (configuration not stated)	-10.1%	x	x	-0.2%	4.2%	2.0%	x	x
CCC1CCc2c(sc(NC(=O)CSc3nc(-c4ccco4)cc(C(F)(F)F)n3)c2C#N)C1 (configuration not stated)	-9.0%	u	-0.3%	-8.0%	u	x	-1.2%	8.8%
Cc1ccc(S(=O)(=O)N2CCC(C(N)=O)CC2)c(C)c1C	4.2%	u	6.2%	-3.6%	-1.7%	x	-2.3%	1.0%
C=C(Cl)COc1ccc2c(CCC)cc(=O)oc2c1	-21.5%	u	-1.9%	-2.7%	u	x	-3.5%	-10.6%
Cc1ccc(N2CC(C(=O)NCc3cccs3)CC2=O)cc1C (configuration not stated)	-7.7%	u	-1.6%	-3.7%	4.2%	4.3%	-2.7%	-26.3%
Nc1ccccc1-c1nnc(-c2ccc(-c3ccccc3)cc2)o1	-16.8%	u	-20.6%	-13.3%	u	x	-5.1%	u
CCN(CC)C(=O)CSc1nnc(COc2ccccc2)n1N	1.8%	12.5%	-0.5%	i	1.2%	4.8%	x	x
CCn1c(=O)cc(SCC(=O)Nc2ccc3c(c2)OCCO3)c2ccccc21	u	u	1.8%	-4.3%	-0.3%	-7.7%	u	-9.5%
CCc1cc2c(N[C@@H](Cc3c[nH]c4ccccc34)C(=O)O)ncnc2s1	-15.1%	1.4%	1.8%	-13.7%	5.1%	7.9%	-11.4%	12.6%
CCOc1ccc(C(=O)N/N=C/c2ccc(-c3ccc(S(=O)(=O)Nc4ncccn4)cc3)o2)cc1	u	u	-5.3%	u	u	x	-15.7%	13.2%
O=C(COC(=O)C1(c2ccc(F)cc2)CCCC1)NC1CC1	-19.8%	u	-1.4%	-7.6%	-1.1%	x	7.2%	-7.5%
c1ccc(-c2noc(CC3CCCCC3)n2)cc1	13.6%	-17.1%	-3.1%	7.4%	10.5%	-9.9%[2.29 µM]	x	16.3%
COc1ccc(N=CC2=C(O)CC(C)(C)CC2=O)cc1OC	-6.2%	x	x	i	-4.8%	10.6%	x	x
COC(=O)[C@@H]1C[C@H]2CC[C@H](O)C[C@H]2N1Cc1ccc(C(C)(C)C)cc1	-15.9%&-1.8%	-0.7%	-1.3%	-7.2%	1.7%&-4.0%	x	x	-16.4%
C=CCNC(=S)NNC(=O)C(CC(C)C)CC(C)O (configuration not stated)	3.3%	x	x	-2.9%	-8.8%	6.5%	x	x
CCOC(=O)C1C(=O)C=C(c2ccc(OC)cc2)CC1c1ccco1 (configuration not stated)	u	u	x	i	u	-2.8%	u	x
CCOC(=O)/C(=C\c1ccc(OC(F)F)cc1)C1=Nn2c(nnc2-c2ccc(Cl)cc2)SC1	u	14.1µM*	2.8%	0.5%	-20.6%	-8.5%	u	-109.6%[inhibitor]
Cc1ccc(/C=C2\SC(N)=NC2=O)s1	u	-13.4%	-2.6%	-2.1%	8.1%	1.9%	-16.9%	u
Brc1cccc(-c2nnc(SCc3nc4ccccc4[nH]3)o2)c1	u	4.4%	-2.4%	i	u	10.4%	u	0.8%
Cc1nn(-c2ccccc2)c2sc(C(=O)OCn3nnc4ccccc4c3=O)cc12	-1.8%	u	2.7%	-13.9%	-2.7%	-4.4%	2.8%	-23.6%
Nc1ccc(-c2nc3ccccc3[nH]2)cc1	u	u	u	0.0%	u	-10.6%	-10.1%	4.47µM*
CCn1c(SCc2nc(-c3cccs3)no2)nnc1-c1c[nH]c2ccccc12	u	-10.5%	7.6%	-0.4%	3.6%	-2.2%	u	-45.7%[inhibitor]
Nc1cc(-c2ccccc2)nn1Cc1ccccc1	-3.7%	-0.3%	2.7%	-3.7%	-9.1%	x	x	-43.9%[inhibitor]
Cc1cc(N2CCC(C)CC2)nc(-n2nc(C)cc2C)n1	-5.6%	-8.6%	1.7%	-1.4%	0.3%	u	u	-42.2%[inhibitor]
CCOC(=O)Cc1csc(NC(=O)c2c(-c3c(Cl)cccc3Cl)noc2C)n1	-11.7%	3.0%	0.1%	-16.5%	3.4%	-5.2%	1.9%	3.9%
O=C(N/N=C\c1ccc(COc2ccc([N+](=O)[O-])cc2)o1)c1ccc(Cl)cc1	u	-3.9%	3.5%	-7.8%	0.3%	x	-20.7%	-18.7%
O=c1c2ccccc2sn1-c1ccccc1	11.2µM*	4.47µM*	-19.5%	-4.6%	25.1µM*	x	-11.6%	6.0%

Screening data from PubChem.

Only part of the results is shown; the hit share may differ from the screen's.
